Screening data as filed in PubChem.
IkB sig inh: suppresses IkB signaling in ABC-DLBCL reporter cells | ABC-DLBCL IkBa-CBG/CBR dual luciferase ratio, 4 h; response scale: scaled: untreated 0%, proteasome inhibitor 100% | Potency, µM (series often up to 57.1 µM), without a hit: at the highest dose IkBa stabilization activation | 0.04% of 110,000 active | AID 445; active means well fitted curve in the direction sought with a large enough effect in the signal ratio, not every such curve was filed as active; inconclusive means small, poorly fitted or top-dose-only effect, or a change in a side signal; the % refers to the signal ratio;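 further: the direction sought is a rising ratio; 0% = basal untreated cells and 100% = reference inhibitor full response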
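Luminescence ratio of IκBα-fused green versus native red beetle luciferase in OCI-Ly3 cells, 4 h post-doxycycline with compound; red signal alone, scaled from basal (0%) to zero light (-100%), flagged nonspecific or cytotoxic effects.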
p53ts 32C kill: kills p53ts cells at the permissive temperature. 0.93% of 130,000 active. AID 924. Potency, µM (highest dose often 46.1 µM), inactives show at the top dose activity change, negative = cytotoxicity, most hits filed as cytotoxic. H1299-p53A138V at 32C, ATP luminescence viability, 24 h;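 further: 0% = DMSO and -100% = full killing by reference compound; nearly all actives have a fitted effect of over 55% in size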
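ATP-content luminescence (ATPlite) read-out after 24 h compound exposure at 32C in H1299-p53A138V cells (600/well). Tested up to 46 uM. Normalized to DMSO (0%) and 100 uM tamoxifen (100% killing); Hill-fit AC50.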
p53ts 39C kill: kills p53ts cells at the nonpermissive temperature | AID 902 | Potency, µM (doses to about 46.1 µM), for inactives: at the highest dose activity change, negative = cell killing, hits mostly cytotoxic | 1.5% of 130,000 active | H1299-p53A138V viability at 39C, ATP luminescence, 24 h; further: nearly all actives have a fitted effect of over 55% in size
Imprint erasure: induces erasure of genomic imprints in mouse ES cells | mouse ES Peg3-LacZ reporter, beta-gal luminescence, 40 h | 0.02% of 110,000 active | AID 1948 | Potency, µM (titrated, usually from 60.7 µM), inactives show at the highest dose activity change, positive = activation, most hits filed as activators;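 further: 0% = negative control wells on the plate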
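Imprint erasure is scored as LacZ activity from the silenced maternal Peg3 allele in feeder-free female ES cells cultured 40 h with LIF. Luminescence is normalized to in-plate negative controls and fitted to the Hill equation.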
Active calls of the source: *; u = inconclusive; x = not tested or not shown; [ ] = remark or other dose. Unless noted, the call rests on the fitted dose curve; in most records, active means well fitted curve in the direction sought with a large enough effect; inconclusive means small, poorly fitted or top-dose-only effect, or another doubt; inactive means no such curve, though single readings can be large; an effect the other way counts as inactive or inconclusive. Unless noted, on the % scale 0 is the no-effect control and ±100 the full control effect; potency means the concentration at half of the fitted maximal effect.

cpd	Structure	IkB sig inh	p53ts 32C kill
1	Cc1nc(S(=O)(=O)c2ccc(Cl)cc2)c(NCc2ccccc2)o1	x	2%
2	CC1(C)CC(=O)C2=C(C1)Oc1ncn(Cc3ccco3)c(=N)c1C2c1ccccc1 (configuration not stated)	u	11%
3	Cc1ccnc(NC(=O)COc2ccc3oc4c(c3c2)CCCC4)c1	-2.2%	u
4	Cc1ccc(NC(=O)C2CCCN2S(=O)(=O)c2ccc3nc(-c4ccccc4)[nH]c3c2)cc1C (configuration not stated)	u	-4%
5	Cc1ccc2nc(N3CCN(c4ccccc4)CC3)c3nnnn3c2c1	0.4%	-2%
6	Cn1c(=O)c2c(SCC(=O)N3CCCc4ccccc43)nc(CC(C)(C)C)nc2n(C)c1=O	5.1%	9%
7	COC(=O)c1ccc(C#CC(NP(=O)(c2ccccc2)c2ccccc2)c2ccccc2)cc1 (configuration not stated)	x	-28%
8	CCSc1nc2ccccc2n1Cc1ccccc1F	x	-14%
9	O=C1c2ccccc2C(=O)N1Cc1nc(-c2cccnc2)no1	3.1%	1%
10	COC(=O)c1ccc(NC(=O)COc2ccccc2OC)cc1	3.2%	-6%
11	COC(=O)c1ccc(CSc2nc3ccccc3s2)o1	5.4%	0%
12	O=C(Nc1nnc(-c2ccccc2)s1)c1cccc(S(=O)(=O)N2CCOCC2)c1	x	5%

cpd	p53ts 39C kill	Imprint erasure
1	1%	x
2	23%	-23%
3	-25%	-12%
4	-17%	-13%[10.9 µM]
5	-18%	2%[10.9 µM]
6	u	-2%
7	-14%	-16%
8	-12%	x
9	14%	0%
10	-4%	-8%
11	-8%	-73%[inhibitor]
12	10%	x

(listing goes on)
cpd	Structure	IkB sig inh	p53ts 32C kill
13	O=C(OCC(=O)c1ccccc1Br)c1ccccn1	-0.2%	6%
14	O=C(NCCCCCNC(=O)c1cccnc1)c1cccnc1	0.1%	-7%
15	COCCN(CCOC)C(=O)c1cc2sc3ccccc3c2s1	-0.1%	1%
16	COc1cccc(-n2nnc3c(=O)n(CC(=O)N4CCCc5ccccc54)cnc32)c1	1.0%	13%
17	O=C(c1ccc2c(c1)OCO2)n1nnc2ccccc21	-0.9%	8%
18	O=C(NCCCN1CCCCCC1)c1ccc2c(c1)NC(=O)C(N1CCOCC1)S2 (configuration not stated)	0.3%	-3%
19	CN(C)C(CNC(=O)c1cccc(S(=O)(=O)N2CC3(C)CC2CC(C)(C)C3)c1)c1ccco1 (configuration not stated)	4.5%	2%
20	Nn1c(SCC(=O)N2CCCc3ccccc32)nnc1-c1ccccc1	0.1%	1%
21	CCOC(=O)c1sc(=S)n(-c2ccc(Cl)cc2)c1C	x	-9%
22	CC1(C)CCC=[N+]1[O-]	0.1%	5%
23	CCn1c(CNC(=O)C23CC4CC(CC(C4)C2)C3)nnc1SCC(=O)Nc1ccc(F)cc1	2.0%	-8%
24	O=C(O)c1ccc(CSc2nnc(COc3ccc(Cl)cc3Cl)o2)cc1	22%	u

cpd	p53ts 39C kill	Imprint erasure
13	-8%	-10%
14	3%	x
15	-7%	-11%
16	14%	-3%
17	4%	-8%
18	-4%	-16%
19	-12%	-17%
20	6%	9%
21	0%	x
22	17%	0%
23	-6%	9%[10.9 µM]
24	u	-9%

(next part)
cpd	Structure	IkB sig inh	p53ts 32C kill
25	Cc1ccc(C)c(NC(=O)CSc2nnc(-c3ccncc3)n2N)c1	-0.9%	-9%
26	Cc1ccc(O)c(C(=O)c2cnn(C(=O)Cc3csc(C)n3)c2)c1	1.5%	-1%
27	CN(Cc1ccccc1)C(=O)c1cn(C)c2ccc(S(=O)(=O)N3CCCCC3)cc2c1=O	-0.3%	9%
28	CC1=C(C#N)C(=O)NC(C)(C)C1	1.2%	5%
29	COc1cccc(C(N)CC(=O)O)c1 (configuration not stated)	0.6%	2%
30	CN(C)c1ncc2nc(-c3cccs3)c(=O)n(Cc3cccs3)c2n1	-2.1%[11.4 µM]	3%
31	Cc1oc(-c2cccc(Br)c2)nc1CN1CCC(C(=O)NCc2ccccc2)CC1	u	-1%
32	COC(=O)CCCC(=O)N1CCOCCN(C(=O)CCCC(=O)OC)CCOCC1	-0.4%	7%
33	FC(F)(F)c1ccccc1-c1nccc(NCCN2CCOCC2)n1	0.9%[11.4 µM]	5%
34	Fc1ccc(Nc2ncnc3ccc(-c4ccoc4)cc23)cc1	0.7%[11.4 µM]	20%
35	CCOc1ccccc1N1CCN(C(=O)c2cccc(-c3ccc(O)cc3)c2)CC1	u	-25%
36	CC(NC(=O)Nc1ccccc1)C(c1cccs1)N1CCOCC1 (configuration not stated)	0.4%	-1%

cpd	p53ts 39C kill	Imprint erasure
25	10%	-12%
26	-6%	-14%
27	0%	3%[10.9 µM]
28	4%	-5%
29	6%	4%
30	-11%	-2%
31	0%	-17%[10.9 µM]
32	-2%	-4%
33	3%	-8%
34	18%	u
35	0%	-22%
36	15%	-12%

Overlap with the part before: 2 entries; new compounds follow.
cpd	Structure	IkB sig inh	p53ts 32C kill
35	CCOc1ccccc1N1CCN(C(=O)c2cccc(-c3ccc(O)cc3)c2)CC1	u	-25%
36	CC(NC(=O)Nc1ccccc1)C(c1cccs1)N1CCOCC1 (configuration not stated)	0.4%	-1%
37	CCC(=O)N1CCc2cc(S(=O)(=O)NC(C(=O)NCc3ccc(OC)cc3)C(C)C)ccc21 (configuration not stated)	1.1%	8%
38	O=C(CCc1ccccc1)NCc1nc2cccnc2n1Cc1ccc(F)cc1	u	2%
39	Cn1c(=O)[nH]c(=O)c2c1nc(CN1CCOCC1)n2Cc1ccccc1	0.7%	7%
40	O=C(NCc1ccco1)c1ccc2c(=O)n(Cc3ccco3)c(SCC(=O)N3CCCC3)nc2c1	u	-5%
41	CCCn1nnnc1NCc1ccccc1OCc1cccs1	3.9%	3%
42	Cc1ccc(CNC(=O)Cn2c(=O)cc(C)c3c(C)nn(-c4cccc(F)c4)c32)cc1	0.5%	-6%
43	COc1ccc(OC)c(C2=NOC(C(=O)NCC3CCCO3)C2)c1 (configuration not stated)	-0.8%	4%
44	COCCCNC(=O)Nc1ccc(F)cc1F	0.2%	-3%
45	CCn1cc(C(=O)NCCC2=CCCCC2)c(=O)c2cc(S(=O)(=O)N(C)C)ccc21	-2.0%	2%
46	COc1cc(CNCC(C)C)c(Br)cc1OCC(=O)NCc1ccccc1	x	-10%
47	N[C@@H](CSCc1ccc(I)cc1)C(=O)O	0.2%[11.4 µM]	5%[9.22 µM]
48	CCn1c(=S)sc2c(=O)[nH]c(C)nc21	-0.4%	5%

cpd	p53ts 39C kill	Imprint erasure
35	0%	-22%
36	15%	-12%
37	-15%	-13%[10.9 µM]
38	-8%	3%[10.9 µM]
39	0%	-9%
40	14%	-11%
41	6%	-7%
42	0%	-2%[10.9 µM]
43	4%	-2%
44	5%	-4%
45	-10%	-13%
46	32%	x
47	6%[9.22 µM]	u
48	-11%	-8%

Following part
cpd	Structure	IkB sig inh	p53ts 32C kill
49	Fc1cccc(Cl)c1CSc1nnnn1-c1ccc2c(c1)OCO2	u	0%
50	CCOC(=O)c1c(C)[nH]c(C)c1S(=O)(=O)N1CCC(C(=O)Nc2ccc(C)c(N(C)C)c2)CC1	-0.1%	3%
51	CCc1ccc(NC(=O)c2c(C(=O)Nc3ccccc3)sc3nc(C)cc(=O)n23)cc1	u	-24%
52	CCn1c(Cc2ccccc2)nnc1SCC(=O)Nc1ccc2c(c1)OCO2	1.0%	2%
53	Cc1cnc(C(=O)OCC(=O)c2csc(N3CCCCC3)n2)cn1	0.2%	-2%
54	CNc1nc(N2CCc3ccccc32)ncc1F	-7.5%	u
55	O=C(Nc1ccc(S(=O)(=O)Nc2nccs2)cc1)C1CCCCC1	3.9%	3%
56	O=C(NCc1ccccn1)C1CC(=O)N(C2CCCC2)C1 (configuration not stated)	0.9%	5%
57	CCCN(C(=O)Cn1ncc2c(=O)oc3ccccc3c21)c1cccc(C)c1	u	1%
58	Cc1ccc(-c2noc(CCC(=O)Nc3cc(C)ccn3)n2)cc1	-0.2%	-9%
59	Cn1c(=O)c2c(nc(SCCOc3ccc4ccc(=O)oc4c3)n2C)n(C)c1=O	u	-6%
60	CC(C)(C)C(=O)NC1(C(F)(F)F)N=C2SCCN2C1=O (configuration not stated)	x	8%

cpd	p53ts 39C kill	Imprint erasure
49	9%	-8%
50	-1%	-5%[10.9 µM]
51	u	29%[10.9 µM]
52	0%	-9%
53	-1%	-20%
54	u	-78%[inhibitor]
55	3%	-7%
56	11%	-2%
57	26%	-4%[10.9 µM]
58	16%	-1%
59	10%	-3%
60	-8%	x

Whole records, looked up by structure:
CCOC(=O)c1c(C)[nH]c(C)c1S(=O)(=O)N1CCC(C(=O)Nc2ccc(C)c(N(C)C)c2)CC1 as listed: IkB sig inh: -0.1%; p53ts 32C kill: 3%; p53ts 39C kill: -1%; Imprint erasure: -5%[10.9 µM]
O=C(Nc1ccc(S(=O)(=O)Nc2nccs2)cc1)C1CCCCC1 as listed: IkB sig inh: 3.9%; p53ts 32C kill: 3%; p53ts 39C kill: 3%; Imprint erasure: -7%

(more compounds)
cpd	Structure	IkB sig inh	p53ts 32C kill
61	Cn1c(CN2CCOCC2)nnc1SCC(=O)Nc1nccs1	3.2%	-5%
62	O=C(CSC1=Nc2ccccc2C2=NC(CC(=O)NC3CCCCC3)C(=O)N12)Nc1ccc(F)cc1 (configuration not stated)	u	3%
63	COc1ccc(CNC2CC(=O)N(C)C2=O)cc1 (configuration not stated)	-0.5%	-2%
64	CCOc1ccc(NC(=O)c2nc3nc(C)cc(C(F)F)n3n2)cc1	2.7%	-6%
65	CCOC(=O)C1CCN(C(=O)CN2C(=O)C(CC)Oc3ccccc32)CC1 (configuration not stated)	3.6%	-1%
66	O=C(Nc1cccc(C(=O)OCc2cc(=O)n3nc(C4CC4)sc3n2)c1)c1ccc(F)cc1	u	-2%
67	C[N+]1(C)CCC[C@H]1C(=O)[O-]	-0.9%[25.6 µM]	1%[20.6 µM]
68	CCCCn1c(SCC(=O)NCc2ccco2)nnc1-c1ccco1	0.0%	7%
69	Cc1ccc(NC(=O)CN(c2ccccc2F)S(C)(=O)=O)cc1	-0.1%	15%
70	Cc1nn2c(=O)cc(COC(=O)c3ccc(NC(=O)CCc4ccccc4)cc3)nc2s1	u	9%
71	O=C(CCN1C(=O)c2ccccc2C1=O)Nc1ccccn1	0.7%	-2%
72	CCSc1ncc(Cl)c(C(=O)Nc2sc(C(C)=O)c(C)c2C(=O)OC)n1	-1.3%	-3%

cpd	p53ts 39C kill	Imprint erasure
61	5%	1%
62	-20%	-10%[10.9 µM]
63	3%	-5%
64	-7%	-2%[10.9 µM]
65	7%	-12%
66	8%	-8%[10.9 µM]
67	1%[20.6 µM]	-6%[16.8 µM]
68	11%	15%
69	4%	-3%
70	4%	5%[10.9 µM]
71	8%	0%
72	13%	-9%[10.9 µM]

Additional compounds follow.
cpd	Structure	IkB sig inh	p53ts 32C kill
73	COc1cccc(Nc2nnc(SCC(=O)N3CC(C)OC(C)C3)s2)c1 (configuration not stated)	0.3%	-7%
74	CCOc1ccc(C(=O)c2cn(CC(=O)Nc3ccc(F)cc3)c3cc4c(cc3c2=O)OCO4)cc1	u	2%
75	COC(=O)c1c(-c2cccs2)csc1NC(=O)COc1ccc(C(C)C)cc1	1.7%	-5%
76	O=C(NCc1ccc(F)cc1)c1ccc(CS(=O)Cc2ccc(Cl)cc2)o1 (configuration not stated)	u	-4%
77	CCc1nnc(SCc2nc(-c3cccc(C)c3)oc2C)c2cc3sc(C)cc3n12	u	6%
78	c1ccc2nc(N3CCOCC3)c(N3CCOCC3)nc2c1	0.7%	4%
79	CCOC(=O)c1c(-c2ccccc2)csc1NC(=O)c1cc(-c2ccc(C)c(F)c2)on1	u	16%
80	O=C(N/N=C/c1ccc([N+](=O)[O-])s1)c1cccc(Br)c1	x	-14%
81	Fc1ccc(CN2CCCCCC2)c(F)c1	-0.1%	-5%

cpd	p53ts 39C kill	Imprint erasure
73	-18%	-7%
74	1%	-21%[10.9 µM]
75	7%	6%[10.9 µM]
76	12%	-14%[10.9 µM]
77	0%	-12%[10.9 µM]
78	6%	-7%
79	4%	-9%[10.9 µM]
80	-12%	x
81	8%	5%
